Compound activity (PubChem BioAssay)
EPAC2 ag – EPAC2 (human) agonism. Q8WZA2. AID 720711. hit rate 0.079% among 360,000. Potency, µM (top dose mostly 154 µM), without a hit: at the highest dose activation, most hits filed as activators. EPAC2 activation, biochemical qHTS; response scale: 100% = 6.5 mM cAMP response; note: potency is the fitted concentration of half-maximal effect; nearly all actives have a fitted effect of over 50% in size
Target sequence (Q8WZA2 whole entry, looked up): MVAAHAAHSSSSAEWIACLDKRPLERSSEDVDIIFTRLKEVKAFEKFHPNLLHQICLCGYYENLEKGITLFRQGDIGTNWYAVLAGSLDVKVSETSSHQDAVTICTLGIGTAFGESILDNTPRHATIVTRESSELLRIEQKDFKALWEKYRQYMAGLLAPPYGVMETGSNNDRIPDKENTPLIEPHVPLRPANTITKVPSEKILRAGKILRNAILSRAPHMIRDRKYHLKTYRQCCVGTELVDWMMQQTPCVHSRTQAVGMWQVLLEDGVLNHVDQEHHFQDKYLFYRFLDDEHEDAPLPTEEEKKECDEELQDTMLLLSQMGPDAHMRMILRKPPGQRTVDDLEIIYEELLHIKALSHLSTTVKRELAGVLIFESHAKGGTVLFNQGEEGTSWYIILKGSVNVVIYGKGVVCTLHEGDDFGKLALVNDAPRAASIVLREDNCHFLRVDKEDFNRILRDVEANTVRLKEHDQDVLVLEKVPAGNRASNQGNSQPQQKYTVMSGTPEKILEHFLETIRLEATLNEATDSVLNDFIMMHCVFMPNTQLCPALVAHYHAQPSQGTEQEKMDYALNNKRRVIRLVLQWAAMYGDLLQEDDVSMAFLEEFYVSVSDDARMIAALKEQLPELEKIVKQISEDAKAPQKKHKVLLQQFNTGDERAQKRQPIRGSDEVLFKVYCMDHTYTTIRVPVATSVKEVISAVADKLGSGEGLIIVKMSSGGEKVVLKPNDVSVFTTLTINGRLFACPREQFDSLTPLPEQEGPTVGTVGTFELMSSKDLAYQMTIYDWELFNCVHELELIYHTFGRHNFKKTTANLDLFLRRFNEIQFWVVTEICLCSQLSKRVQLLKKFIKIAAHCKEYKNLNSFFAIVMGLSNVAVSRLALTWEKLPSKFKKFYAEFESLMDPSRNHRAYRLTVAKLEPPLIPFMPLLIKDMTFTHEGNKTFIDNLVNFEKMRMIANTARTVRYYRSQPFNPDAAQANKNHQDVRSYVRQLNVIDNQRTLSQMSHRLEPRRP
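Each well held 100 nM EPAC2, 250 nM RAP1B-BODIPY-GDP and 50 uM GDP. Fluorescence, read at 5-min intervals to 30 min, was referenced to a 6.5 mM cAMP positive control.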
EPAC2 antagonist – EPAC2 (human) antagonism; EPAC2 GEF exchange of Rap1B-BODIPY-GDP, fluorescence; Potency, µM (top dose mostly 114 µM), for the others: at the top dose activity, negative = inhibition, most hits filed as inhibitors; hit rate 0.18% among 360,000; AID 720708; note: potency is the fitted concentration of half-maximal effect; % is set by controls: 0 for no effect and ±100 for the full control effect; nearly all actives have a fitted effect of over 45% in size; many of its hits are not listed in these tables
CCT modulator – changes cytosolic chaperonin activity; hit rate 0.3% among 360,000; purified chaperonin ATPase assay, HTRF ADP detection, 30 min; activity change, % (test concentration not listed), hits read low; AID 651819; in the data active = activity change below about -30%; note: % is set by controls: 0 for no effect and ±100 for the full control effect
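Enzyme 40 or 20 nM (batch-dependent) in Tris pH 7.4/KCl/MgCl2/DTT; cpd 76 uM single point; ATP 10 uM; 30 min 37 °C; Transcreener ADP HTRF detection, 30 min RT; ratio 665/615.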
A549 viability – A549 cytotoxicity, counter-screen for Nrf2 inhibitors. A549 ARE-Fluc cells, CellTiter-Fluor viability, 18-24 h. Potency, µM (titrated, usually from 46 µM), inactives show at the highest dose activity change, negative = cytotoxicity, actives largely listed as inhibitors. hit rate 0.16% among 390,000; note: potency is the fitted concentration of half-maximal effect; % is set by controls: 0 for no effect and ±100 for the full control effect
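Cytotoxicity counterscreen: CellTiter-Fluor fluorescence was measured in A549 ARE_Fluc cells after 18-24 h of compound exposure in a concentration series. The subsequent BugLite luminescent read reports ARE-luciferase activity.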
pAkt inh – inhibitors of Akt phosphorylation; Neuro2A IGF-stimulated pAkt S473 HTRF, 20 min; active compounds read low; activity change, % for hits at 50 µM; hit rate 0.32% among 360,000; AID 651550; in the data active = activity change below about -80%; inconclusive = mostly about -51% to -80%; note: % is set by controls: 0 for no effect and ±100 for the full control effect
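Neuro2A cells (4,500/well, DMEM with 0.5% FBS) were treated with compound at a single 50 µM final concentration, stimulated with 6 nM IGF for 20 min at 37 °C, and lysed. Phospho-Akt Ser473 was read by HTRF as 665/615 ratio ×10^4.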
Nrf2 activator – activators of Nrf2 (ARE) signaling; AREc32 ARE-luciferase reporter (MCF7-derived line), luminescence, 24 h; Potency, µM (series often up to 46.1 µM), for the others: at the highest dose activation, actives largely listed as activators; hit rate 0.31% among 410,000; AID 624171; note: potency is the fitted concentration of half-maximal effect; % of control where 0% means no effect; nearly all actives have a fitted effect of over 65% in size
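ARE-driven firefly luciferase activity in AREc32 cells measured after a 24 hr compound exposure at 37 deg C, using Steady-Glo reagent and a 30 min room-temperature hold.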
TGFb SMAD3 inh – blocks TGF-b signaling. HepG2 CAGA-GFP TGF-b/SMAD3 reporter, GFP fluorescence, 18 h; TGF-beta stimulated, 500 pg/mL final. Potency, µM (titrated, usually from 46.1 µM), inactives show top-dose activity, negative = inhibition, usual class: inhibitors. hit rate 1.2% among 410,000. AID 588855; note: potency is the fitted concentration of half-maximal effect; % is set by controls: 0 for no effect and ±100 for the full control effect; nearly all actives have a fitted effect of over 65% in size
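Per well, imaged GFP fluorescence of HEPG2 CAGA-GFP cells gives the signal; cells get compound, then TGF-beta (500 pg/mL final), 18 h at 37 degrees C; %Activity versus -TGF-beta and +DMSO controls.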
Mm-Cpn inhibitor – inhibitors of Methanococcus maripaludis chaperonin (MmCpn) | purified Mm-Cpn ATPase, ADP Transcreener TR-FRET | Potency, µM (highest dose often 76.9 µM), without a hit: top-dose activity, negative = inhibition, usual class: inhibitors | hit rate 0.031% among 330,000 | AID 504842; note: potency is the fitted concentration of half-maximal effect; % is set by controls: 0 for no effect and ±100 for the full control effect; nearly all actives have a fitted effect of over 80% in size
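ATP (10 uM final) was added to archaeal chaperonin (25 nM final) after 10 min exposure to test compound at 37°C; after 30 min further incubation, ADP was detected by competitive TR-FRET.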
Nrf2 block – inhibitors of Nrf2 signaling. AID 504444. A549 ARE-Fluc reporter, luciferase luminescence, 18-24 h. hit rate 2.1% among 360,000. Potency, µM (top dose mostly 46 µM), for inactives: top-dose activity change, negative = inhibition, most hits filed as inhibitors; note: potency is the fitted concentration of half-maximal effect; % is set by controls: 0 for no effect and ±100 for the full control effect; nearly all actives have a fitted effect of over 60% in size
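Quantitative HTS in A549 cells stably bearing an antioxidant response element-firefly luciferase construct. Inhibition of Nrf2-driven transcription was scored by luminescence after 18-24 h of compound exposure at 37 °C.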
* marks the source's active call; other numbers are inactive results; i = inactive; ? = inconclusive; . = no result given; [ ] = another dose, or the depositor's remark. Unless noted, calls come from the whole dose curve; as a rule, active = well fitted curve in the direction sought with a large enough effect; inconclusive = small, poorly fitted or top-dose-only effect, or another doubt; inactive = no such curve, though single readings can be large; an effect the other way counts as inactive or inconclusive.

SMILES,EPAC2 ag,EPAC2 antagonist,CCT modulator,A549 viability,pAkt inh,Nrf2 activator,TGFb SMAD3 inh,Mm-Cpn inhibitor,Nrf2 block
CCc1ccc(NC(=O)C(CC)n2nnc(C(=O)OC)c2C(=O)OC)cc1 (stereo not given),.,.,.,-2%,.,-1.2%,-21%,.,8%
Cc1nn(C)c(Oc2ccccc2)c1CCNC(=O)CCl,-1%,-3%,-4.1,?,i,?,2%,4%,-21%
Cc1ccc(NC(=O)C2CCN(S(=O)(=O)c3ccc4c(c3)CCCC(=O)N4)CC2)c(Cl)c1,.,.,.,1%,.,0.0%,3%,.,-20%
O=C(NNc1c(Cl)cc(Cl)cc1Cl)C1CCC1,6%,6%,-2.2,1%,i,0.0%,-6%,0%,7%
N#C/C(=C\c1c(N2CCN(Cc3ccccc3)CC2)nc2ccccn2c1=O)S(=O)(=O)c1ccccc1,6%,-2%,0.4,-15%,i,0.3%,8%,2%,-22%
Cc1ccc(CCNC(=O)c2nnc(CS(=O)(=O)c3ccccc3)o2)cc1,5%,2%,-1.1,-5%,i,0.0%,-4%,2%,6%
O=C(Nc1ccccc1Cl)c1cc(S(=O)(=O)N2CCCC(C(=O)O)C2)ccc1F (stereo not given),5%,-1%,-1.8,9%,i,2.9%,9%,3%,5%
COc1ccc(NC(=S)N2CCC(C(=O)c3ccc(C)cc3)CC2)cc1,11%,-12%,-1.8,0%,i,0.8%,?,1%,-28%
O=C(NCc1cccs1)c1ccc(S(=O)(=O)N2CCOCC2)cc1,0%,-3%,-2.3,7%,i,-0.9%,10%,2%,13%
COc1cc(/C=C2\NC(=S)N(C)C2=O)ccc1OCc1cccc(F)c1,-7%,-8%,0.7,8%,i,2.0%,20%,2%,-7%
CCc1nnc(NC(=O)CCCSc2nc3ccccc3[nH]2)s1,4%,4%,0.5,-7%,i,4.7%,?,?,?
CCOC(=O)C1CCN(C(=O)c2ccc(OCC(=O)Nc3ccc(OCC)cc3)c(OC)c2)CC1,-4%,-6%,-2.5,-1%,i,0.0%,-3%,2%,-11%
CCOc1ccc(C(=O)NCC(=O)NCC(c2ccc(OC)cc2)N2CCCC2)cc1 (stereo not given),3%,5%,2.8,0%,i,1.4%,21%,-13%,7%
CCc1nnnn1-c1ccc([N+](=O)[O-])cc1C,3%,-2%,0.8,-9%,i,-0.1%,4%,-1%,-2%
CCN(CC)S(=O)(=O)c1ccc(=O)n(CC(=O)N2CCCc3cc(C)ccc32)c1,1%,4%,-0.1,-19%,i,-0.2%,-18%,-9%,?

SMILES,EPAC2 ag,EPAC2 antagonist,CCT modulator,A549 viability,pAkt inh,Nrf2 activator,TGFb SMAD3 inh,Mm-Cpn inhibitor,Nrf2 block
Cc1nc(N2CCN(c3ccccc3)CC2)[nH]c(=O)c1C,14%,-6%,-0.1,0%,i,-0.8%,0%,0%,?
C/C(=N\Nc1nc2c(s1)CCCC2)c1ccccc1,19%,-22%,-0.9,-13%,i,11%,?,0%,?
CN1CCN(C2=C(Cl)C(=O)c3ccccc3C2=O)CC1,26%,?,-0.9,?,i,-3.1%,?,.,?
CCSc1nnc(NC(=O)c2ccc(C)cc2)s1,1%,-1%,-1.5,-4%,i,0.3%,1%,-2%,?
O=C(NC(=S)Nc1ccc(S(=O)(=O)N2CCCCC2)cc1)c1cccs1,3%,-21%,-1.0,1%,i,0.6%,?,-3%,-22%
O=C(/C=C/c1ccc(OC2CSC2)cc1)c1ccccc1,11%,-10%,-1.1,7%,i,?,?,-2%,?
COC(=O)c1ccc(CSC2=NC[C@@H]3[C@@H]4C(=O)N(Cc5ccccc5)C(=O)[C@@H]4[C@](Cc4ccccc4)(C(=O)OC)N23)cc1,9%,-3%,-0.6,-3%,i,-0.2%,?,0%,-28%
CC(=O)c1ccc(OC2(C)CCN(Cc3cccn3-c3nccs3)C2)cc1 (stereo not given),-2%,-5%,-1.0,.,i,3.7%,?,.,.
COc1c(C)cccc1C(=O)NC(=S)Nc1cccc2nsnc12,-4%,31%[activator],2.9,4%,i,4.7%,-14%,?,24%
Cc1ccc(S(=O)(=O)NC(=O)C2(C)CCN2C(=O)COc2ccc(Cl)cc2)nc1 (stereo not given),-7%,0%,-24,.,i,-0.3%[9.22 µM],-6%,.,.
O=C1OC(N2CCN(C(=O)C3CCCO3)CC2)c2ccccc21 (stereo not given),0%,-3%,-0.5,-4%,i,0.4%,1%,2%,15%
CCCCCN(CCCCC)C(=O)C(CCC(=O)O)NC(=O)c1ccc(Cl)c(Cl)c1 (stereo not given),-11%,-26%,-1.1,-3%,i,-0.2%,-16%,.,-7%
CCCn1c(=O)c2sccc2n2c(CCCC(=O)N3CCN(c4ccccc4)CC3)nnc12,.,.,.,-2%,.,0.4%,?,.,-11%
O=C(CSc1nnc(SCc2ccc(Cl)cc2)s1)N/N=C/c1ccccc1C(=O)O,15%,-20%,-2.1,7%,i,-0.2%,1%,-10%,29%
COc1ccnc(Oc2ccc(F)cc2)c1C(=O)N/C=N/OCc1ccc(F)cc1Cl,19%,-16%,-0.9,-8%,i,0.3%,-32%,2%,?

SMILES,EPAC2 ag,EPAC2 antagonist,CCT modulator,A549 viability,pAkt inh,Nrf2 activator,TGFb SMAD3 inh,Mm-Cpn inhibitor,Nrf2 block
CN(CCC#N)Cc1cc(=O)oc2ccc3ccccc3c12,7%,2%,0.8,5%,i,0.7%,15%,-2%,?
Clc1ccc2nc(-c3ccc4c(c3)OCO4)cn2c1,-4%,16%,-0.6,-6%,i,-1.5%,-14%,-2%,?
CCN1C(=O)[C@@H]2[C@@H](c3ccc(-c4ccc(C(C)=O)cc4)cc3)N3CCCC[C@@]3(C(=O)OC)[C@@H]2C1=O,5%,12%,-2.4,-13%,i,0.0%,?,-10%,?
COc1cccc(-c2c(-c3cc(OC)cc(OC)c3)n(C)c3ccc(-c4ccc(OC)nc4)cc23)c1,1%,-13%,-3.2,-1%,i,0.2%,8%,-10%,4%
CCC(C)(C)C1CCc2[nH]nc(C(=O)NCCN3CCOCC3)c2C1 (stereo not given),-14%,-11%,-1.6,2%,i,-0.8%,?,2%,14%
COc1ccc(NC(=O)NNC(=O)c2ccc(-c3ccccc3)cc2)c(OC)c1,3%,13%,0.8,-1%,i,1.3%,4%,1%,-5%
CC(=O)c1cc2c(cc1NC(=O)c1cc3nc(C(C)C)cc(C(F)(F)F)n3n1)OCO2,1%,-1%,-0.3,4%,i,0.5%,-11%,2%,7%
Cc1ccc(S(=O)(=O)N/N=C/c2ccc(O)cc2O)cc1[N+](=O)[O-],4%,-4%,0.1,5%,i,-0.6%,10%,-2%,-7%
CC1(C)CC2CN(C(=O)Cc3ccccc3)C(C)(C2)C1 (stereo not given),-12%,15%[57.1 µM],-5.1,0%,i,-0.1%,6%,-2%,-14%
Cc1ccc(C(=O)Nc2cccc(OCc3cc(=O)n4c5c(sc4n3)CCCC5)c2)cc1,.,.,.,0%,.,0.0%,5%,.,7%
CCN(c1ccccc1)S(=O)(=O)c1cccc(C(=O)N(C)CCOc2ccccc2)c1,3%,-5%,0.4,8%,i,0.0%,8%,-1%,4%
CC(=O)N(Cc1ccccc1)c1ccccc1C(=O)O,0%,10%,-0.6,1%,i,-0.3%,-16%,-1%,2%
CCCCc1n[nH]c2c1C(=O)CC(C)(C)C2,9%,1%,-1.7,2%,i,-0.5%,2%,0%,.
CCc1n(CC(O)COC2CCCCC2)c2ccccc2[n+]1C (stereo not given),6%,17%,-1.5,2%,i,-0.4%,-13%,1%,-18%
COc1ccc(CNC(=O)c2nnn(-c3cccc(C(F)(F)F)c3)c2N)cc1,12%,-17%,-1.5,5%,i,-0.6%,-5%,1%,?

Pulled by structure from above:
SMILES,EPAC2 ag,EPAC2 antagonist,CCT modulator,A549 viability,pAkt inh,Nrf2 activator,TGFb SMAD3 inh,Mm-Cpn inhibitor,Nrf2 block
N#C/C(=C\c1c(N2CCN(Cc3ccccc3)CC2)nc2ccccn2c1=O)S(=O)(=O)c1ccccc1,6%,-2%,0.4,-15%,i,0.3%,8%,2%,-22%
O=C(NC(=S)Nc1ccc(S(=O)(=O)N2CCCCC2)cc1)c1cccs1,3%,-21%,-1.0,1%,i,0.6%,?,-3%,-22%
COc1cc(/C=C2\NC(=S)N(C)C2=O)ccc1OCc1cccc(F)c1,-7%,-8%,0.7,8%,i,2.0%,20%,2%,-7%

Following part.
SMILES,EPAC2 ag,EPAC2 antagonist,CCT modulator,A549 viability,pAkt inh,Nrf2 activator,TGFb SMAD3 inh,Mm-Cpn inhibitor,Nrf2 block
C=CCNc1ncnc2c1ncn2[C@H]1CN(Cc2ccco2)C[C@@H](CO)O1,-3%,-13%,0.9,.,i,-0.3%,-4%,.,.
CCC1CN(S(=O)(=O)c2cc(-c3cc(C)no3)ccc2C)c2cc(Cl)ccc2O1 (stereo not given),.,.,.,11%,.,0.7%,0%,.,?
COc1cccc(C(=O)Nc2cccc(-c3ccc4nncn4n3)c2)c1OC,6%,-12%,0.6,-13%,i,2.9%,-1%,-2%,-23%
Cc1ccc(C2=NN(C(=O)CCC(=O)O)C(c3ccc4c(c3)OCO4)C2)cc1 (stereo not given),8%,1%,-2.6,-5%,i,-0.7%,-2%,-2%,-12%
CC(c1ccco1)N(C(=O)c1cccs1)c1ccccn1 (stereo not given),8%,1%,-0.2,0%,i,-0.8%,0%,0%,7%
CCCCN(C(=O)c1ccc2c(c1)OCO2)c1ccccc1,9%,?,-2.0,3%,i,0.1%,?,-1%,1%
CCSCCc1nnc(NC(=O)Nc2cccc(C(F)(F)F)c2)s1,-6%,-13%,2.4,?,i,0.3%,4.5µM*,-1%,?
CCN(CC)C(=O)n1cnc(-c2ccccc2)c1-c1ccccc1,-8%,-3%,-2.8,14%,i,2.8%,-5%,2%,-1%
CCS(=O)(=O)c1nc(S(=O)(=O)c2ccc(Cl)cc2)c(NCCN2CCOCC2)s1,3%,1%,1.5,2%,i,3.5%,0%,5%,-4%

This is a subset (hit frequency here may not be typical).
